L3MBTL1 block: blocks human L3MBTL1. Q9Y468. AlphaScreen L3MBTL1–H3K9me1 peptide binding. Potency, µM (series often up to 57.1 µM), without a hit: at the highest dose activity, negative = inhibition, actives largely listed as inhibitors. actives 0.66% (n = 230,000); also: potency is read from the fitted curve at half-maximal effect; % is scaled to controls: 0 for no effect and ±100 for the full control effect; nearly all actives have a fitted effect of over 60% in size
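First, the protein-peptide complex forms for 30 min at room temperature (L3MBTL1 50 nM, biotinylated H3K9me1 peptide 75 nM). Next, compounds are pin-transferred and incubated 30 min. Finally, AlphaScreen beads are added and read after 30 min.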
CBFb RUNX1 block: CBF-beta/RUNX1 interaction disruption | Q01196+Q13951 | AlphaScreen CBFb-His/RUNX1-biotin binding, biochemical | Potency, µM (titrated, usually from 59.8 µM), inactives show top-dose activity, negative = inhibition, most hits filed as inhibitors | 230,000 tested, under 10 active | AID 1477; also: % of control where 0% means no effect
Target sequence (Q01196 whole entry, looked up): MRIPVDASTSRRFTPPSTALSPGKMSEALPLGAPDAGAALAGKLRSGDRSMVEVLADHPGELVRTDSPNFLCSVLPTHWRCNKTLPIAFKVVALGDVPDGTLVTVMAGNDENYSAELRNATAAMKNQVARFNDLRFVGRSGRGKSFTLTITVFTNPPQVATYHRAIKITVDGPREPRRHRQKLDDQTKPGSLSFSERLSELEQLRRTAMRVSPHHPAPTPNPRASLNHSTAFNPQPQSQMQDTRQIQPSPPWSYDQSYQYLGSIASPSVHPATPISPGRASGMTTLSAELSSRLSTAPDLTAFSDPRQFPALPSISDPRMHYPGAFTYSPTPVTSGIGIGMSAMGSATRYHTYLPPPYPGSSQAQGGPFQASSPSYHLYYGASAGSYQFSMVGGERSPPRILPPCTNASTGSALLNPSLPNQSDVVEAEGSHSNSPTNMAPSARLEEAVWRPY
Target sequence (Q13951 whole entry, looked up): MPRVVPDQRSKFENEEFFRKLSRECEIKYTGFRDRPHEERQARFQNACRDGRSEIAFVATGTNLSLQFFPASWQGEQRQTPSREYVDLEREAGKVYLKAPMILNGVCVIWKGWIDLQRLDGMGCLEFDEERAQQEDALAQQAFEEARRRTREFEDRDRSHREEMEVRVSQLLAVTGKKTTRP
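Bead-based AlphaScreen assay; binding partners His-tagged CBF-beta and biotinylated RUNX1 at 30 nM each. Compound exposure 15 min after a 20-min protein preincubation; bead step 90 min; all steps at room temperature.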
HTT aggregate: mutant huntingtin aggregation inhibition | PC12 HttQ103-GFP aggregates, Acumen cytometry, 40 h | Potency, µM (series often up to 46.1 µM), without a hit: at the top dose activity change, negative = inhibition, actives largely listed as inhibitors | actives 1.1% (n = 220,000) | AID 1688; also: potency is read from the fitted curve at half-maximal effect; % is scaled to controls: 0 for no effect and ±100 for the full control effect; nearly all actives have a fitted effect of over 60% in size
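Aggregates are detected as GFP objects 1–25 µm with signal 6 STDEV over background in lysates of induced PC12 cells. These carry Huntingtin exon 1 with 103 glutamines fused to GFP under an ecdysone promoter; compounds titrated.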
Luc counter: Kinase-Glo luciferase inhibition (counter-screen); Kinase-Glo luciferase, ATP luminescence, 8 min; actives 0.28% (n = 200,000); Q27757; Potency, µM (highest dose often 38.3 µM), inactives show at the highest dose activity change, negative = inhibition, most hits filed as inhibitors; also: potency is read from the fitted curve at half-maximal effect; % is scaled to controls: 0 for no effect and ±100 for the full control effect; nearly all actives have a fitted effect of over 60% in size
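Compound is pinned into ATP-containing buffer (10 uM ATP, imidazole pH 7.2, 7 mM MgCl2). Kinase-Glo luciferase reagent is then added. Light output is recorded following an 8-min room-temperature incubation.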
IMPase Li inh: IMPase inhibition in cells with lithium potentiation; CHO-M1 cells, IP1 TR-FRET (IP-One), carbachol + lithium; Potency, µM (top dose mostly 59.4 µM), inactives show at the highest dose activity, negative = IMPase inhibition, usual class: inhibitors; actives 0.35% (n = 210,000); AID 1457;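 also: IP1 builds up when IMPase is blocked and the TR-FRET signal falls; potency is read from the fitted curve at half-maximal effect; plate controls were basal vehicle for no effect and high inhibitor control for full effect; nearly all actives have a fitted effect of over 50% in size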
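Steps: plate 2000 CHO-M1 cells per well and culture 16–30 h; add compound and lithium; incubate 30 min, 37C; add d2-IP1 tracer and Eu cryptate anti-IP1 antibody in lysis buffer; read after 10 min at room temperature.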
Epigenetic derep: regulators of epigenetic silencing causing reporter derepression in mouse cells; actives 0.2% (n = 280,000); Potency, µM (series often up to 53.9 µM), for inactives: at the highest dose GFP activation, hits mostly activators; murine LDR cells, GFP reporter derepression, 30 h; also: potency is read from the fitted curve at half-maximal effect; % of control where 0% means no effect; nearly all actives have a fitted effect of over 60% in size
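In this reporter-derepression format, murine cells bearing a silenced integrated CMV-GFP locus incubate with test compound (30 h, 37 C), then are washed and imaged; fluorescent objects of 20–120 um count as induced cells.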
NPSR antag: blocks cAMP signaling of the human neuropeptide S receptor; CHO-NPSR cells, cAMP TR-FRET, antagonist mode; Potency, µM (top dose mostly 38.3 µM), without a hit: at the highest dose activity change, negative = inhibition, most hits filed as inhibitors; actives 1% (n = 220,000); AID 1461; also: potency is read from the fitted curve at half-maximal effect; % is scaled to controls: 0 for no effect and ±100 for the full control effect; nearly all actives have a fitted effect of over 50% in size; many of its hits are not listed in these tables
Target sequence (Q6W5P4 whole entry, looked up): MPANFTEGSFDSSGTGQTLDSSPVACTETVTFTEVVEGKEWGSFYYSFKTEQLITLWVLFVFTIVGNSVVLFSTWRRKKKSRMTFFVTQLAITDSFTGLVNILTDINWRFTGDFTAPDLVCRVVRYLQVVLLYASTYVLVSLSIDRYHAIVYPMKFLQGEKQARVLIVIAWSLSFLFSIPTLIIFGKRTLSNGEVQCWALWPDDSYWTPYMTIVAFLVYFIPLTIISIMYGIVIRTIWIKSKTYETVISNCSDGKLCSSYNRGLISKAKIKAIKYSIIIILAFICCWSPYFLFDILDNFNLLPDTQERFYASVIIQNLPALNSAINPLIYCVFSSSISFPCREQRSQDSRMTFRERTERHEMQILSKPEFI
* marks the source's active call; other numbers are inactive results; ? = inconclusive; / = not tested or not shown; & = joins results of further samples; [ ] = another dose, or the depositor's remark. Calls follow the shape of the dose curve; as a rule, active = well fitted curve in the direction sought with a large enough effect; inconclusive = small, poorly fitted or top-dose-only effect, or another doubt; inactive = no such curve, though single readings can be large; an effect the other way counts as inactive or inconclusive.

Below each SMILES: L3MBTL1 block, CBFb RUNX1 block, HTT aggregate, Luc counter, IMPase Li inh, Epigenetic derep, NPSR antag
> CCn1c(C)nc2cc(C#N)ccc21
→ 1%, 9%, 10%, -1%, -5%, -0.1%, 9%
> Cc1cccc(Nc2ncnc3nc[nH]c23)c1
→ 4%, -3%, 13µM*, -4%, 7%, 0.0%, 3%[46.1 µM]
> COC(=O)C1(C(=O)OC)CC2=CC(CC2=O)Cc2ccccc2[C@@H]1C[N+](=O)[O-] (stereo partly specified)
→ /, 4%, /, 2%, 1%, -1.1%, /
> CS(=O)(=O)c1ccc(C(=O)OCC(=O)NC23CC4CC(CC(C4)C2)C3)cc1[N+](=O)[O-]
→ -4%, -9%, 27%, -4%, 7%, 11%, -23%
> Cc1c(C(=O)NCc2cccnc2)oc2ccc(S(=O)(=O)N3CCC4(CC3)OCCO4)cc12
→ /, 1%, -13%, -2%, 31%[38.3 µM], 1.9%, -20%[46.1 µM]
> COc1cccc(OCc2nc3ccccc3c(=O)n2N)c1
→ /, 1%, -18%, 0%, 22%[38.3 µM], 2.1%, -9%[46.1 µM]
> COc1ccc2c(c1OC)C(=O)O[C@H]2C1c2c(cc3c(c2OC)OCO3)CCN1C (stereo partly specified)
→ /, 14%[21.7 µM], /, 3%&-4%, 8%&11%, 4.5%&-1.3%, /
> CCOC(=O)CSc1nc2cc(C)cc(C)c2cc1C#N
→ 46%[activator], ?, 4%, -4%, -10%[38.3 µM], ?, -25%[46.1 µM]
> Cc1ccc(C)c(N2CCN(S(=O)(=O)c3ccc4c(c3)CCN4C(=O)CCC(=O)O)CC2)c1
→ /, 2%, 4%, 2%, 11%[38.3 µM], 0.0%, -11%[46.1 µM]
> O=[N+]([O-])c1cc2c(c(CSc3nnnn3-c3ccc(O)cc3)c1)OCOC2
→ -6%, -24%, -8%, 2%, 8%, -1.5%, -28%
> O=C(Nc1nc(-c2ccc3ccccc3c2)cs1)C1CCN(S(=O)(=O)c2cccs2)CC1
→ -9%, 4%, -1%, 2%, -3%, -1.8%, 4%
> Cc1[nH]ccc(=O)c1OCc1c(Cl)cccc1Cl
→ -7%, 7%, -15%, 1%, 15%[38.3 µM], -0.4%, -5%[46.1 µM]
> Cn1nc(C(F)(F)F)c(-c2ccccc2)c1NC(=O)CSCC(=O)O
→ 14%, 13%, 1%[9.22 µM], /, /, 1.1%, -4%
> C=CCNC(=S)Nc1sc2c(c1C(=O)OCC)CC(C(C)C)OC2 (stereo unspecified)
→ 0%, 0%, ?, -4%, -25%[38.3 µM], -2.0%, 5%[46.1 µM]
> CC(C)c1nnc(SCC(=O)NCc2ccc3c(c2)OCO3)n1C
→ ?, -1%, -5%, 1%, 7%, -0.8%, 4%[46.1 µM]

Next section (3 carried over from the part before).
Below each SMILES: L3MBTL1 block, CBFb RUNX1 block, HTT aggregate, Luc counter, IMPase Li inh, Epigenetic derep, NPSR antag
> Cn1nc(C(F)(F)F)c(-c2ccccc2)c1NC(=O)CSCC(=O)O
→ 14%, 13%, 1%[9.22 µM], /, /, 1.1%, -4%
> C=CCNC(=S)Nc1sc2c(c1C(=O)OCC)CC(C(C)C)OC2 (stereo unspecified)
→ 0%, 0%, ?, -4%, -25%[38.3 µM], -2.0%, 5%[46.1 µM]
> CC(C)c1nnc(SCC(=O)NCc2ccc3c(c2)OCO3)n1C
→ ?, -1%, -5%, 1%, 7%, -0.8%, 4%[46.1 µM]
> Cn1c(CSc2ncccn2)nnc1SCC(=O)N1CCCCCC1
→ 3%, 4%, -1%[9.22 µM], -6%, 0%, 6.1%, 6%
> CCc1nc(N)nc(N)c1-c1ccc(Cl)cc1
→ -1%, 5%, -11%&-23%, -3%, 4%&10%&10%&19%, -1.7%, -3%
> Cc1c(Cl)c([N+](=O)[O-])nn1Cc1ccc(C(=O)N/N=C\c2cccc(Br)c2)o1
→ -3%, -11%, ?, 0%, 21%[38.3 µM], -0.8%, ?
> O=C(Cn1c(=O)c2sccc2n(Cc2cccc([N+](=O)[O-])c2)c1=O)NCCc1ccccc1
→ 5%, 7%, -7%, 5%, -4%, -1.1%, -18%
> Cc1c(C)c2cc(Cl)c(OCc3nn[nH]n3)cc2oc1=O
→ -10%, 4%, 22%, /, /, -5.2%, -7%[46.1 µM]
> CC1CN(C(=O)c2ccccc2NS(=O)(=O)c2cccc([N+](=O)[O-])c2)CC(C)O1 (stereo unspecified)
→ 7%, -8%, -2%, 2%, -6%, -1.1%, 12%
> CC1=C(C)CC(C(=O)NCc2ccc3c(c2)OCO3)C(C(=O)O)C1 (stereo unspecified)
→ /, 1%, 23%[9.22 µM], 0%, 6%[38.3 µM], -4.6%, -8%[46.1 µM]
> O=[N+]([O-])c1cc(/C=N/O)ccc1Oc1ccccc1Cl
→ ?, -5%, -18%[9.22 µM], 1%, -2%, -1.9%[10.1 µM], -15%
> C=CCn1c(C)cc(C(=O)CSc2nc(N)cc(N)n2)c1C
→ 6%, -16%, -17%, -2%, 0%, -1.9%, -8%
> COc1cccc(NC(=O)CSc2nnc(COc3ccc4c(c3)CCCC4)o2)c1
→ 0%, 1%, -7%, -2%, 1%[38.3 µM], -0.7%, -12%[46.1 µM]
> CCCn1c(-c2ccc(F)cc2)nc2c(NCCN(C(C)C)C(C)C)nc(C)nc21
→ /, 9%, /, -3%, 14%, 1.7%, /
> CC1CCCCN1Cc1c(O)ccc2c(=O)c(-c3nc4ccccc4s3)coc12 (stereo unspecified)
→ 1%, -4%, 15%[9.22 µM], /, /, 3.2%, 5%
> CC(C)Oc1ccc(C(=O)N2CCCC2C(=O)O)cc1 (stereo unspecified)
→ -4%, 3%, 12%, -5%, 4%[38.3 µM], 0.0%, 5%[46.1 µM]
> CN(C)CCCNC(=O)c1cc(C(=O)c2ccc(F)cc2)c[nH]1
→ ?, -13%, -4%, -3%, 3%, -0.4%, 10%
> Cc1ccccc1C1CCCN(C(=O)c2cc(COc3c(F)cccc3F)on2)C1 (stereo unspecified)
→ 25%, ?, -2%[9.22 µM], -4%, 22%, -1.0%, ?
> CC1CCN(CC(O)COCCOc2ccc(Br)cc2)CC1 (stereo unspecified)
→ 17%, 4%, -9%, 2%, 21%, -1.0%, 13%
> CCN(CC)CCN(C(=O)c1cccc([N+](=O)[O-])c1)c1nc2ccc(OC)cc2s1
→ /, -5%, -10%, 1%, 2%, -4.0%, -4%
> COc1cc2c(c(OC)c1)C(c1cccc(OC)c1OC)CC(=O)N2 (stereo unspecified)
→ -9%, 5%, 15%, 0%, 8%, -1.0%, -4%[46.1 µM]
> O=C(/C=C/c1cc([N+](=O)[O-])ccc1OC(F)F)Nc1cccc(OC(F)F)c1
→ 7%, -2%, -8%, 2%, 0%, 0.0%, -18%[46.1 µM]
> CC(C)(C)c1ccc(NC(=S)NCc2cccs2)cc1
→ /, 1%, ?, -4%, 14%[38.3 µM], 4.9%, -10%[46.1 µM]
> N=c1oc2ccc3ccccc3c2cc1C(N)=S
→ -16%, -7%, 1%[9.22 µM], 0%, -9%, 8.5%, 0%
> O=C(OCc1ccc([N+](=O)[O-])cc1)c1ccc2ccccc2n1
→ /, 3%, 15%[9.22 µM], /, /, 4.6%, 5%
> CCP(=O)(CC)C(C)(C)CP(=O)(c1ccccc1)c1ccccc1
→ 0%, 2%, 21%, -1%, -7%[38.3 µM], 2.1%, -2%[46.1 µM]
> COCCCNC(=O)CN1C(=O)/C(=C\c2ccc(C)cc2)Sc2ccccc21
→ -2%, -3%, 2%, -2%, 2%, 0.0%, 1%
> CCN(CC)CCN(C(=O)CN1C(=O)CCC1=O)c1nc2cc3c(cc2s1)OCO3
→ /, -2%, -3%, 2%, 15%, -2.8%, -4%
> O=C(NCc1ccco1)C(c1cccnc1)N(C(=O)Cn1nnc2ccccc21)c1ccc(F)cc1 (stereo unspecified)
→ -1%, 1%, 7%, -5%, -6%[38.3 µM], -0.7%, -11%[46.1 µM]
> Cc1ccc(-c2cnc(SCC(=O)N3CCCc4ccccc43)n2C)cc1
→ ?, -22%, -19%, -6%, 13%[38.3 µM], -0.9%, -26%[46.1 µM]
> CCC(=O)Nc1ccc(-c2nnc(SCc3ccc(C(=O)Nc4nccs4)cc3)n2CC)cc1
→ -4%, -5%, 4%, -5%, -19%[38.3 µM], 8.5%, -17%[46.1 µM]
> COc1ccc(N=C2S/C(=C\c3ccc(C)s3)C(=O)N2CC(C)C)cc1
→ -10%, -4%, 5%, -7%, -2%[38.3 µM], -2.9%, -1%[46.1 µM]
> CCCN(CC(=O)Nc1ccccc1C)C(=O)CCl
→ -15%, -25%, ?, 0%, 4%, -1.9%, -7%
> Cn1c(=O)c2c(nc(Oc3ccc(-c4ccccc4)cc3)n2C)n(C)c1=O
→ -2%, 4%, 2.8µM*, -1%, 7%[38.3 µM], -2.0%, 5%[46.1 µM]
> Cc1cccc(NC(=O)NNC(=O)c2cc(-c3ccccc3Cl)nc3ccccc23)c1
→ -7%, -5%, -3%, -2%, 20%[38.3 µM], 0.2%, -11%[46.1 µM]
> CC(C)=C1C2CCC1C1C(=O)N(c3ccc(C)c(C)c3)C(=O)C21 (stereo unspecified)
→ -2%, 1%, 3%, -3%, -2%, 1.1%, -7%
> COc1ccc([C@@H]2[C@H]3CN(C(C)=O)CC=C3C(C#N)=C(N)C2(C#N)C#N)c2ccccc12
→ 0%, 0%, ?, 2%, -22%[38.3 µM], -0.7%, -29%[46.1 µM]
> CCCOC(=O)CCn1c(=S)oc2ccccc21
→ -8%, 10%, 19%, 2%, 2%[38.3 µM], -6.2%, 15%[46.1 µM]
> CCOc1ccccc1NC(=O)C1CCCCN1S(=O)(=O)c1ccc(F)cc1 (stereo unspecified)
→ /, 4%, -7%, -1%, 44%[activator][38.3 µM], 0.1%, -21%[46.1 µM]
> Cc1ccc(C(CC(=O)O)Nc2nc(N3CCCCC3)nc(N3CCCCC3)n2)cc1 (stereo unspecified)
→ -5%, 1%, -20%, -1%, 23%[38.3 µM], -1.0%, 11%[46.1 µM]
> COc1ccc(CC(=O)NCc2nnc(SCc3ccc([N+](=O)[O-])cc3)n2C)cc1
→ 1%, 2%, 7%, 4%, 7%, 2.6%, 6%
> Cc1ccc(/C=C2/SC(=O)N(CC(=O)N3CCOCC3)C2=O)s1
→ 2%, 4%, -11%, 2%, 2%, -1.9%, -4%
> COC(=O)[C@@]1(Cc2ccc(OC)cc2)[C@@H]2[C@@H](CC(=O)[C@H]2CC(=O)C(=O)N2CCCC2)CN1C(=O)c1ccccc1
→ /, 5%, /, -2%, -4%, 1.6%, /
> Cc1c(=O)n(OCc2ccccc2)c2ccccc2[n+]1[O-]
→ 3%, -8%, -8%, 0%, 4%[38.3 µM], ?, 16%[7.67 µM]
> COc1ccc(/C=N/NC(=O)C(C)n2cnc3ccccc3c2=O)cc1OC (stereo unspecified)
→ 0%, -3%, ?, 5%, 3%, -1.0%, 0%

The list is partial (hit frequency here may not be typical).
